# GSTO1 inh – GSTO1 inhibition, counter-screen for RBBP9 inhibitors | inhibition, % at 5.96 µM | recombinant GSTO1, activity-based probe fluorescence polarization | P78417 | hit rate 1.1% among 300,000;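 active = inhibition above the campaign mean inhibition plus 3 SD, cut at about 35% in these data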;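 note: 0% = GSTO1-1 with DMSO and 100% = wells lacking GSTO1-1 enzyme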
# pPAFAH FP inh – pPAFAH (human) enzyme inhibition; inhibition, % at 3.39 µM; recombinant pPAFAH, FP-rhodamine probe fluorescence polarization; hit rate 1.5% among 330,000; Q13093;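 active = inhibition above the mean inhibition across the screen plus 3 SD, cut at about 25% in these data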;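 note: inhibitors block binding of the rhodamine activity-based probe so polarization drops; 0% = enzyme with DMSO and 100% = wells lacking pPAFAH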
# PAD4 FP inh – blocks human protein arginine deiminase 4; hit rate 0.41% among 330,000; AID 485272; inhibition, % at 6.36 µM; Q9UM07; recombinant PAD4, RCA probe fluorescence polarization;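 active = percent inhibition above a cutoff equal to the mean of all tested compounds plus 3 SD, cut at about 15% in these data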;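 note: 0% = PAD4 with RCA probe and DMSO and 100% = probe without PAD4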
# Target sequence (Q9UM07 whole entry, looked up): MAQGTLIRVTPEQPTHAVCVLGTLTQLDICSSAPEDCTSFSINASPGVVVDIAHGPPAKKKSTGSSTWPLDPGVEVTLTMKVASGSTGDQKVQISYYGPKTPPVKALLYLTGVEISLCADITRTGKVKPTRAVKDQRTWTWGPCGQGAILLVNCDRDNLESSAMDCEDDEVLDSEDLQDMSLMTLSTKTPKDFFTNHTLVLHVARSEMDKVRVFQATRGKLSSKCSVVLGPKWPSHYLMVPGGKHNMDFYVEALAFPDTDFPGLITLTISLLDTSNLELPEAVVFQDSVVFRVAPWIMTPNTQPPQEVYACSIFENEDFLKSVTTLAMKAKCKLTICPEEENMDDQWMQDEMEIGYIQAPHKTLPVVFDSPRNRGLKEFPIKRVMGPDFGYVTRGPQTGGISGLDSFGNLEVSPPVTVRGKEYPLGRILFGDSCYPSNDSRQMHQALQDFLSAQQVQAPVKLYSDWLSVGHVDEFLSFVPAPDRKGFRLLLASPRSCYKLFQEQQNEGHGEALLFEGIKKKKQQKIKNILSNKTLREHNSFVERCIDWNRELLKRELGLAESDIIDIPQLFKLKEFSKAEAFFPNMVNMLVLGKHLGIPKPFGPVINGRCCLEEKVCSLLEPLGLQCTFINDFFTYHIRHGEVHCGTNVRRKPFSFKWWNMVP
# PME-1 inh – blocks human protein phosphatase methylesterase 1 | hit rate 0.53% among 320,000 | recombinant PME-1, FP-Rh probe fluorescence polarization | AID 2130 | inhibition, % at 5.9 µM;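 active = inhibition above the campaign mean of all compounds plus 3 SD, cut at about 26% in these data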;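 note: competitive labeling of PME-1 active site by serine hydrolase directed probe; 0% = PME-1 with DMSO and 100% = wells lacking PME-1 enzyme; inhibitors block probe labeling so polarization falls and inhibition rises; many of its hits are not listed in these tables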
# Fam108B counter – blocks mouse Fam108B hydrolase in RBBP9 counter-screen. recombinant Fam108B, FP-Rh probe fluorescence polarization. inhibition, % at 9.51 µM. hit rate 0.33% among 300,000. AID 1947;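 active = inhibition above the screen mean inhibition plus 3 SD, computed separately per campaign, cut at about 18% in these data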;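 note: inhibitors lower polarization as less probe binds the enzyme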
# LYPLA1 counter – blocks human lysophospholipase 1, a PME1 counter-screen; O75608; recombinant LYPLA1, FP-Rh probe fluorescence polarization; inhibition, % at 5.9 µM; hit rate 0.16% among 320,000;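 active = inhibition above the mean of all tested compounds plus 3 SD, set per campaign, cut at about 14% in these data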;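 note: inhibitors block serine hydrolase probe labeling of LYPLA1 so polarization falls; 0% = enzyme with DMSO and 100% = wells lacking LYPLA1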
# Target sequence (O75608 whole entry, looked up): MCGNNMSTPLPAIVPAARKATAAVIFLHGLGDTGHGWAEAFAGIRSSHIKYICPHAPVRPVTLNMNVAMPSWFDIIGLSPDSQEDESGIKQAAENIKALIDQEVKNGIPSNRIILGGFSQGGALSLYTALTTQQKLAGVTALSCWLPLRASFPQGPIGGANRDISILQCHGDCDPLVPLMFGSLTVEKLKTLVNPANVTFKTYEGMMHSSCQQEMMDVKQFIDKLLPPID
# PAFAH1B2 FP inh – PAFAH1B2 (human) inhibition; P68402; recombinant PAFAH1B2, FP-rhodamine activity probe, fluorescence polarization; inhibition, % at 3.39 µM; hit rate 1.2% among 340,000;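 active = inhibition above the mean of all tested compounds plus 3 SD, cut at about 24% in these data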;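 note: 0% = enzyme with DMSO and 100% = wells lacking PAFAH1B2; many of its hits are not listed in these tables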
# PAFAH2 FP inh – PAFAH2 (human) inhibition; inhibition, % at 3.39 µM; Q99487; AID 492956; recombinant PAFAH2, FP-rhodamine activity probe, fluorescence polarization; hit rate 0.99% among 340,000;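 active = inhibition above the mean over all tested compounds plus 3 SD, cut at about 30% in these data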;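 note: inhibitors block probe labeling of enzyme so polarization drops; 0% = enzyme with DMSO and 100% = wells lacking PAFAH2 protein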
# PAFAH1B3 inh – blocks human PAF acetylhydrolase 1B catalytic subunit 3; Q15102; recombinant PAFAH1B3, FP-rhodamine probe, fluorescence polarization; inhibition, % at 3.39 µM; hit rate 0.28% among 340,000; AID 492972;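 active = inhibition above the screen-wide average of all tested compounds plus 3 SD, cut at about 25% in these data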;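 note: 0% = enzyme with DMSO only and 100% = wells lacking PAFAH1B3 protein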
# Active calls of the source: *; nt = no result given. The list is partial; count on the stated rates, not on these rows.
no.	smiles	GSTO1 inh	pPAFAH FP inh	PAD4 FP inh	PME-1 inh	Fam108B counter	LYPLA1 counter	PAFAH1B2 FP inh	PAFAH2 FP inh	PAFAH1B3 inh
1	CCCn1c(N)c(C(=O)CSc2nnc(-c3cccnc3)n2-c2ccc(C)cc2C)c(=O)[nH]c1=O	0	5	-4	2	-2	-3	8	6	12
2	CC(C)Oc1ccccc1/C=N/Nc1ccccc1[N+](=O)[O-]	5	16	-3	16	9	-2	4	2	5
3	O=C(Cc1cccc(NC(=O)C2CCCN(C(=O)CCc3ccccc3)C2)c1)Nc1cccc(C(=O)N2CCCC2)c1 (centres undefined)	nt	4	-3	5	nt	8	-7	6	11
4	CN(Cc1cccnc1)C(=O)CNC(=O)COc1ccccc1	4	0	-4	2	1	3	4	10	3
5	Cc1ccccc1OC1CCN(C(=O)C2CCC(=O)N(C3CCCC3)C2)CC1 (centres undefined)	-5	-1	-4	-1	2	0	0	4	5
6	COc1cccc(/C=N/NC(=O)CSCC(=O)Nc2ccccc2)c1O	5	2	-4	-1	-5	-4	2	-8	-1
7	CN(c1ccccc1)S(=O)(=O)c1ccc(C(=O)NNC(=O)c2ccccc2)cc1	nt	5	3	-3	nt	3	3	-3	7
8	Cc1onc(-c2ccccc2Cl)c1C(=O)Nc1ccc(F)c(F)c1	15	4	-2	11	3	-4	1	-1	2
9	CC1CC(C)CN(CCOc2cccc(Cl)c2Cl)C1 (centres undefined)	3	4	3	0	4	-2	-3	1	14
10	O=C(CN(c1ccccc1)S(=O)(=O)c1ccc(Cl)cc1)Nc1ccccc1C(=O)N1CCCC1	-5	5	3	-1	0	0	1	0	-5
11	O=[N+]([O-])c1ccccc1-c1ccc(C(=S)N2CCN(c3ccccc3)CC2)o1	4	2	-5	2	5	-2	-3	-1	-2
12	CC(C)[C@H](NC(=O)c1ccccc1)C(=O)OCC(=O)NCC1CCCO1 (some centres undefined)	nt	2	-3	nt	nt	nt	6	0	-2
13	CC(=O)c1ccc(C)cc1OC(=O)c1cccc(F)c1	5	8	-6	-1	-1	1	0	2	-3
14	O=C1Nc2ccc(Br)cc2C12OCCO2	-4	4	-2	-7	-3	1	8	4	7
15	O=C(CCc1nnc2ccc(NCc3ccccc3Cl)nn12)NCC1CCN(C2CCCC2)C1 (centres undefined)	-5	2	4	2	-4	2	-3	5	-7
16	N#Cc1c(-c2ccncc2)c2c([nH]c1=S)CCCC2	1	5	-9	4	-1	2	6	2	-2
17	O=C(NCCC1=CCCCC1)C1CCN(S(=O)(=O)c2cccc(C(F)(F)F)c2)CC1	nt	3	-1	1	nt	-1	6	2	9
18	CC(=O)N1CCC(N(C(=O)Nc2ccc(F)cc2)C2CCCC2)CC1	3	-5	2	-1	-1	-3	3	3	1
19	COc1ccccc1N1CCN(c2ncnc3c2oc2ccccc23)CC1	2	-3	1	12	0	-8	9	-1	-3
20	O=C(O)[C@@H]1CCCN1C(=O)c1ccccc1N1C(=O)[C@@H]2Cc3c([nH]c4ccccc34)C(c3cccc(Cl)c3)N2C1=O (some centres undefined)	-2	6	4	-3	-3	-1	3	-8	9
21	Cc1noc(C)c1COC(=O)CNC(=O)c1cccc(F)c1	3	2	-1	7	5	1	1	6	1
22	O=C(CSC1=Nc2ccccc2C2=NC(c3ccccc3)C(=O)N12)NCC1CCCO1 (centres undefined)	4	4	-1	3	3	0	2	8	4
23	Cc1occc1C(=O)NNC(=O)c1cccc(F)c1	1	2	-2	-3	-1	0	5	13	6
24	CC(=O)NC(CC(=O)OCC(=O)N1CCc2ccccc21)c1ccccc1 (centres undefined)	2	8	1	-2	-4	-1	2	11	3
25	COc1ccc(C(=O)NCC2CCCO2)cc1S(=O)(=O)N1CCCc2ccccc21 (centres undefined)	7	5	-5	-1	-1	-4	1	6	2
26	CS(=O)(=O)c1cnc2c(S(=O)(=O)c3ccccc3)cnn2c1N	6	5	-1	2	0	-2	2	-1	8
27	COc1ccccc1NC(=O)CNC(=O)c1ccc([N+](=O)[O-])cc1	7	1	2	2	1	2	4	0	4
28	CN(C(=O)c1ccc(S(=O)(=O)N2CCCC2)cc1)C1CCCCC1	-2	3	-3	1	-3	1	4	-1	8
29	COC(=O)CN1C(=O)N/C(=C/c2ccc(OC)c(C)c2OC)C1=O	23	0	1	8	3	-1	1	-1	6
30	CC(NC(=O)COC(=O)COc1cccc2c1OC(C)(C)C2)c1ccccc1 (centres undefined)	3	3	-3	2	-3	1	-1	3	-4

# Exported with values under each structure: entries from further up
# The line under a structure holds: GSTO1 inh | pPAFAH FP inh | PAD4 FP inh | PME-1 inh | Fam108B counter | LYPLA1 counter | PAFAH1B2 FP inh | PAFAH2 FP inh | PAFAH1B3 inh
18	CC(=O)N1CCC(N(C(=O)Nc2ccc(F)cc2)C2CCCC2)CC1
  3 | -5 | 2 | -1 | -1 | -3 | 3 | 3 | 1
19	COc1ccccc1N1CCN(c2ncnc3c2oc2ccccc23)CC1
  2 | -3 | 1 | 12 | 0 | -8 | 9 | -1 | -3
20	O=C(O)[C@@H]1CCCN1C(=O)c1ccccc1N1C(=O)[C@@H]2Cc3c([nH]c4ccccc34)C(c3cccc(Cl)c3)N2C1=O (some centres undefined)
  -2 | 6 | 4 | -3 | -3 | -1 | 3 | -8 | 9
21	Cc1noc(C)c1COC(=O)CNC(=O)c1cccc(F)c1
  3 | 2 | -1 | 7 | 5 | 1 | 1 | 6 | 1
22	O=C(CSC1=Nc2ccccc2C2=NC(c3ccccc3)C(=O)N12)NCC1CCCO1 (centres undefined)
  4 | 4 | -1 | 3 | 3 | 0 | 2 | 8 | 4
23	Cc1occc1C(=O)NNC(=O)c1cccc(F)c1
  1 | 2 | -2 | -3 | -1 | 0 | 5 | 13 | 6
24	CC(=O)NC(CC(=O)OCC(=O)N1CCc2ccccc21)c1ccccc1 (centres undefined)
  2 | 8 | 1 | -2 | -4 | -1 | 2 | 11 | 3
25	COc1ccc(C(=O)NCC2CCCO2)cc1S(=O)(=O)N1CCCc2ccccc21 (centres undefined)
  7 | 5 | -5 | -1 | -1 | -4 | 1 | 6 | 2
26	CS(=O)(=O)c1cnc2c(S(=O)(=O)c3ccccc3)cnn2c1N
  6 | 5 | -1 | 2 | 0 | -2 | 2 | -1 | 8
27	COc1ccccc1NC(=O)CNC(=O)c1ccc([N+](=O)[O-])cc1
  7 | 1 | 2 | 2 | 1 | 2 | 4 | 0 | 4
28	CN(C(=O)c1ccc(S(=O)(=O)N2CCCC2)cc1)C1CCCCC1
  -2 | 3 | -3 | 1 | -3 | 1 | 4 | -1 | 8
29	COC(=O)CN1C(=O)N/C(=C/c2ccc(OC)c(C)c2OC)C1=O
  23 | 0 | 1 | 8 | 3 | -1 | 1 | -1 | 6
30	CC(NC(=O)COC(=O)COc1cccc2c1OC(C)(C)C2)c1ccccc1 (centres undefined)
  3 | 3 | -3 | 2 | -3 | 1 | -1 | 3 | -4

# Remaining list, next part
no.	smiles	GSTO1 inh	pPAFAH FP inh	PAD4 FP inh	PME-1 inh	Fam108B counter	LYPLA1 counter	PAFAH1B2 FP inh	PAFAH2 FP inh	PAFAH1B3 inh
31	CN(Cc1cnn(C)c1)Cc1nc(-c2ccc(Cl)cc2)no1	5	4	3	1	1	2	-1	5	3
32	CC(=O)c1c(C)[nH]c(C(=O)COC(=O)c2nccnc2N)c1C	nt	-2	0	3	nt	-5	6	7	4
33	c1ccc2c(c1)NC(c1ccncc1)n1c-2nc2ccccc21 (centres undefined)	-3	1	-3	2	-1	-1	3	6	6
34	CCOC(=O)c1sc(Nc2ccc(OCC)cc2)nc1C	11	-1	1	3	1	-2	4	-5	8
35	COc1ccc(C2C(C(=O)N3CCCC3)CC(=O)N2c2ccc(OC)cc2)cc1 (centres undefined)	10	2	-9	-3	-4	0	5	-4	2
36	C/C(=N/NC(=O)CNC(=O)c1cccnc1)c1ccc(Cl)cc1	4	3	2	4	-3	-1	5	4	15
37	Cn1c(=NC(=O)CSCC(=O)N2CCCC2)sc2ccccc21	4	3	0	8	3	4	-4	-1	0
38	O=C(CCN1C(=O)c2ccccc2C1=O)Nc1cccc(S(=O)(=O)NC2=NCCC2)c1	4	-3	2	-4	1	0	2	4	2
39	CCC(C(=O)NC1CCCCC1)N(Cc1cccs1)C(=O)CCC(=O)Nc1cc(C)on1 (centres undefined)	-6	0	2	1	-1	1	5	-5	-2
40	N#Cc1nc(-c2ccco2)oc1N1CCC(C(N)=O)CC1	7	3	0	7	2	5	4	1	1
41	COc1ccccc1C(=O)c1c(C)c(CCC#N)n2ccccc12	4	6	5	-1	5	1	0	-4	0
42	CCc1cc(Cn2nc(-c3ccccc3)cc2C(=O)NCCOC)on1	3	-1	-1	1	1	-1	8	3	6
43	CS(=O)(=O)Nc1ccc(OCc2ccccc2)cc1	1	13	-4	5	4	-3	7	11	-1
44	COc1ccc(C2/C(=C(\O)c3ccc4c(c3)OCCO4)C(=O)C(=O)N2Cc2cccnc2)cc1 (centres undefined)	-8	2	-5	-5	-1	0	5	2	11
45	COc1ccc(NC(=O)C2C3C=CC4(O3)C2C(=O)N(CCCN2CCCC(C)C2)C4C(=O)NC2CCCCC2)cc1 (centres undefined)	0	0	3	-3	-4	2	-4	-5	-5
46	COC(=O)C1C(=O)NC(SC)=C(C#N)C1c1ccccc1F (centres undefined)	7	2	0	-5	1	0	2	4	7
47	CC(=O)c1c(C)[nH]c(C(=O)COC(=O)c2cccnc2Cl)c1C	nt	-8	-5	0	nt	0	0	-1	-5
48	COc1cc(CO)cc(Br)c1OCC(=O)O	6	-5	-4	3	1	1	-3	3	11
49	Cc1ccc(CN2CCN(/N=C/c3cccn3C)CC2)c(C)c1	-2	-3	-5	-1	-2	-1	0	-11	2
50	Cc1nnc(Sc2nc3c(c(=O)[nH]c(=O)n3C)n2Cc2ccccc2)s1	-2	1	3	1	5	-3	4	1	0
51	CCOc1cc(C(=O)Nc2ncccn2)cc(OCC)c1OCC	-5	0	1	6	-1	1	7	0	7
52	COc1ccc(NC(=O)C2CCCN2S(=O)(=O)c2ccc3c(c2)CCC(=O)N3)c(OC)c1 (centres undefined)	1	0	1	13	5	2	4	1	10
53	Cc1cccc(C(C)C)c1NC(=O)c1c(-c2ccccc2)noc1C	1	5	-5	4	6	7	2	-2	5
54	CSc1nc(S(=O)(=O)c2ccccc2)c(Cl)s1	4	4	-5	-1	4	-1	3	-1	15
55	COc1ccc(C)cc1NC(=O)CC(NC(C)=O)c1ccccc1 (centres undefined)	8	-3	-5	-6	-1	3	4	-7	4
56	COc1ccc(/C=N/N=C2/NC(=O)C(CC(=O)O)S2)cc1OCc1ccc(Cl)cc1 (centres undefined)	2	10	-3	11	-6	-1	3	3	3
57	Cc1cccc(NC(=O)CCN2CC(C)OC(C)C2)c1 (centres undefined)	3	-6	5	3	-3	1	2	4	2
58	COc1cc(C(=O)Nc2ccc(S(=O)(=O)Nc3cc(C)nc(C)n3)cc2)cc(OC)c1OC	8	-5	2	0	12	1	7	9	3
59	Cc1ccc2c(COC(=O)c3c(C)noc3C)cc(=O)oc2c1	-2	-6	-3	-6	-4	0	1	8	8
60	O=C(O)C1(c2ccccc2)CCN(S(=O)(=O)c2cccc(Cl)c2)CC1	12	3	6	0	4	5	13	3	0
61	CCOCCCNS(=O)(=O)c1ccc(NC(=O)c2ccccc2)cc1	1	2	0	0	-2	4	2	-6	-7
62	O=C(NC(=S)NCCc1ccccc1)c1ccco1	0	5	0	-1	2	-1	-3	-12	5

# Compound activity from PubChem.
